SIRT5 inh: inhibitors of human sirtuin-5 desuccinylase. Q9NXA8. Purified SirT5, succinyl-peptide AMC, trypsin-coupled fluorescence. actives 1.1% (n = 330,000). AID 652115. inhibition, % at 15 µM; in the data active means inhibition above about 15%
Target sequence (Q9NXA8 whole entry, looked up): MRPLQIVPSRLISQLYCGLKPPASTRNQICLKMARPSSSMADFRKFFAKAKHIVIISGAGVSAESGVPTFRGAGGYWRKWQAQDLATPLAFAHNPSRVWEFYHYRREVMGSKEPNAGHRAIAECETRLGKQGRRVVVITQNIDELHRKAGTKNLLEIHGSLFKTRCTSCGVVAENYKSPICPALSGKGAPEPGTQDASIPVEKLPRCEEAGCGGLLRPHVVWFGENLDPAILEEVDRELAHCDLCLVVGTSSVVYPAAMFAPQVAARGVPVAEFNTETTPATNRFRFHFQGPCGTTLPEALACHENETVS
LGR2 antag: inhibitors of bursicon-induced Drosophila LGR2 receptor cAMP signaling | HEK293 LGR2, CRE-luciferase, bursicon-stimulated, 4 h | inhibition, % at 9.99 µM | actives 0.35% (n = 380,000) | AID 720647;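 active means drop in luminescence signal, shown as inhibition above about 50% in the replicate tests, limit read from the data, passing the limit was not always enough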;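 further: agonist challenge used bursicon conditioned medium at about half maximal strength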
Statin myotox sup: suppressors of simvastatin-induced myotoxicity in C2C12 myotubes; ATP luminescence, 48 h; scaled: DMSO 0, geranylgeraniol control 100; rescue of ATP level, % at 7.49 µM; actives 0.78% (n = 330,000); AID 602340;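 active means mean ATP rescue above about 67%, or every replicate alone reaching that limit, limit read from the data, passing the limit was not always enough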;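 further: myotubes were challenged with 10 µM simvastatin during compound exposure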
esBAF inh: inhibitors of esBAF chromatin remodeling in mouse ES cells; actives 2% (n = 350,000); reporter increase, % at 12.5 µM; Bmi1-luciferase knock-in reporter, 24 h; 100% = twice the neutral-well signal; in the data active means activation above about 40%;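 further: 0% = median of the plate's neutral control wells and 100% = double that signal; a rise in the Bmi1 reporter signal indicates esBAF inhibition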
Casp6 inh: caspase-6 (human) enzyme inhibition. actives 0.53% (n = 350,000). inhibition, % at 12.5 µM. P55212. purified caspase-6, Z-VEID-R110 cleavage fluorescence;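 active means mean inhibition across replicates at least about 35%, with every replicate also reaching that limit, limit read from the data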;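 further: 0% = median of neutral control wells and 100% = no fluorescence left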
Target sequence (P55212 24-179 limits assumed): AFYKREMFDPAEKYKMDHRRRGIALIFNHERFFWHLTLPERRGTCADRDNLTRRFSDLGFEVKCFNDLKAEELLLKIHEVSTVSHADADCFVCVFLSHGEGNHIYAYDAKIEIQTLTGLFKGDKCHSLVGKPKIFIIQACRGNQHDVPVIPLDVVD
Target sequence (P55212 194-293 limits assumed): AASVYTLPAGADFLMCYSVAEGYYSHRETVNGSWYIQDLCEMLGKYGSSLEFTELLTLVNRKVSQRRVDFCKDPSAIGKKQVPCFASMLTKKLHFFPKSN
FN deposition inh: fibronectin deposition inhibition | AID 743247 | actives 0.086% (n = 350,000) | inhibition, % at 12.6 µM | AH1F fibroblasts, Alexa488-fibronectin deposition fluorescence, overnight;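 active means mean inhibition across replicates of 30% or more, regardless of how many single replicates reach that level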;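 further: positive control wells lacked labelled fibronectin entirely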
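Measured by – fluorescence 485/525 nm · System – AH1F fibroblast monolayer, labelled fibronectin deposition · Amount – 10000 cells per well · Buffer or medium – serum-reduced DMEM (2% serum) · Doses – single dose, pinned · Also added – fluorescent fibronectin at 24 nM final · Schedule – 1 h cell attachment, overnight exposure to compound and label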
S100A4 MyoIIA: inhibitors of human S100A4 binding to myosin IIA peptide | S100A4/TAMRA-MyoIIA peptide fluorescence polarization | P26447 | AID 652163 | inhibition, % at 10.7 µM | actives 0.14% (n = 360,000);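 active means mean inhibition of at least 70% across replicates, with every replicate also reaching that level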
Target sequence (P26447 whole entry, looked up): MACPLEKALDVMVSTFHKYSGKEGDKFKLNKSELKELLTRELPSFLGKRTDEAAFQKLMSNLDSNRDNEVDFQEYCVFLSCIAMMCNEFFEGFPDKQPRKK
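Material: S100A4 monomer (human). Medium: Calcium-containing HEPES buffer, pH 7.2. Probe or stimulus: labelled myosin peptide probe, 5 nM. Compound dosing: one concentration per compound. Timing: polarization read 5 min after assay mix addition, stable 5–60 min. Benchmarks: DMSO as neutral control, TFP as positive control.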
* = called active by the depositor; . = not tested or not shown; & = joins results of further samples. These rows are one share of the data (hit frequency here may not be typical).

SMILES | SIRT5 inh | LGR2 antag | Statin myotox sup | esBAF inh | Casp6 inh | FN deposition inh | S100A4 MyoIIA
C[C@@H]1CN([C@H](C)CO)C(=O)Cc2cc(NC(=O)CCN3CCOCC3)ccc2O[C@@H]1CN(C)Cc1ccc(Cl)c(Cl)c1 | -2 | 29 | 27 | 1 | 0 | . | 1
O=C(NCCc1nnc2ccc(NCc3ccc(Cl)cc3)nn12)c1ccccc1 | -3 | 1 | -1 | -2 | -1 | 0 | 4
COc1ccc(C#Cc2ccc3c(c2)O[C@H](CN(C)S(=O)(=O)c2ccccc2F)[C@@H](C)CN([C@H](C)CO)S3(=O)=O)cc1 | 8 | -1 | -11 | 4 | 0 | . | 0
COc1ccc(C(=O)Nc2ccc(S(=O)(=O)Nc3nccc(C)n3)cc2)cc1OC | . | . | -1 | 2 | . | 1 | .
C[C@H](NC(=O)C1CC(=O)N(c2ccc3c(c2)OCCO3)C1)C(=O)NC1CCCC1 (some centres not stated) | 6 | -2 | 7 | 4 | 1 | 19 | 10
CC(C)Cc1nnc(NC(=O)CCC(=O)N2CCN(c3ccc([N+](=O)[O-])cc3)CC2)s1 | 8 | -9 | -36 | 2 | 3 | 4 | 7
Cc1ccc(S(=O)(=O)N(C)C[C@@H]2OCCCC[C@H](C)Oc3ccc(NC(=O)CCCN(C)C)cc3C(=O)N([C@H](C)CO)C[C@@H]2C)cc1 | -4 | 3 | . | -1 | -1 | -4 | 15
CCOC(=O)Cc1csc(SCC(=O)Nc2ccc(C)cc2F)n1 | -6 | 0 | 11 | 8 | 3 | 1 | -26
COc1ccc(C#Cc2ccc3c(c2)[C@H]2[C@H](CCN2S(=O)(=O)c2ccccc2F)[C@H](CO)N3C)cc1 | . | -5 | 9 | 5 | . | -20 | .
C[C@@H]1CN([C@H](C)CO)C(=O)Cc2cc(NC(=O)Nc3ccccc3)ccc2O[C@@H]1CN(C)Cc1ccc2c(c1)OCO2 | 7 | -13&18 | -29&3 | 4&1 | 7&4 | 1 | -5&-1
C(=N\Nc1nc2ccccc2s1)/c1ccc2c(c1)OCO2 | . | . | . | . | 5 | 7 | -1
CC[C@@]12C(=O)N(c3ccc(C)cc3)C(=O)N1[C@H](c1ccc(OC)cc1)[C@@H]1C(=O)N(C(C)(C)C)C(=O)[C@@H]12 | 20* | -20 | 0 | 17 | 0 | -2 | -7
O=C(NCc1ccc(Cl)nc1)c1csc([C@@H]2O[C@H](CO)[C@H](O)[C@H](O)[C@H]2O)n1 | . | 2 | 1 | -2 | -1 | . | -1
CCCNC(=O)c1cc2c(c(-c3cccc(-c4ccc(C#N)cc4)c3)n1)[C@@H](CCO)N(C(=O)CC)C2 | 0 | 12 | . | . | 1 | -2 | -3
Cc1ccc(/C=N/NC(=O)c2cccs2)o1 | 1 | -1 | . | . | -1 | -3 | 0
C=CCNC(=S)Nc1sc2c(c1C(N)=O)CCCC2 | -2 | -8 | . | . | 1 | 4 | -2
COc1ccccc1CNC(=O)c1cc2c(s1)CS(=O)(=O)C2 | 0 | -12 | 16 | -4 | 4 | . | -9
O=C(NCCNc1ccc([N+](=O)[O-])cc1)c1ccccc1Cl | 0 | -6 | -3 | 7 | 0 | 4 | -3
O=C(COc1ccccc1)NCC(=O)N1CCCCCC1 | -9 | 14 | 3 | 11 | 0 | 12 | -1
COC(=O)c1ccccc1OCc1cccc(C)n1 | . | . | -1 | -6 | . | 6 | .
CCN(C(=O)CSc1nnc(-c2ccc(OC)cc2)n1N)c1c(N)n(Cc2ccccc2)c(=O)[nH]c1=O | -5 | -1 | 2 | -4 | -2 | 3 | -6
S=C(c1ccc2c(c1)OCO2)N1CCCC1 | -4 | 19 | 14 | 0 | 1 | . | -1
CC(=O)c1cnc2n(c1=O)CCS2 | 1 | -2 | . | . | -2 | 3 | -7
CN(C)C(=O)[C@H]1[C@H](CO)[C@H]2Cn3c(cccc3=O)[C@H]2N1CC1CCCC1 | . | 10 | -16 | -4 | . | . | .
OCCNc1nc(N2CCOCC2)nc(N2CCOCC2)n1 | -2 | 6 | 1 | 0 | 2 | 1 | -7

New compounds follow.
SMILES | SIRT5 inh | LGR2 antag | Statin myotox sup | esBAF inh | Casp6 inh | FN deposition inh | S100A4 MyoIIA
O=C(N/N=C/c1ccc(Br)o1)c1cncc(Br)c1 | 2 | -27 | . | . | -3 | 0 | -2
O=C(Nc1ccc(S(=O)(=O)N2CCOCC2)cc1)c1ccc2c(c1)OCO2 | -5 | 6 | -6 | 5 | -1 | 0 | 0
CC(CC(=O)Nc1ccc(-c2ccno2)cc1)n1cccn1 (configuration not stated) | -2 | -2 | -8 | 0 | -8 | -4 | -9
COc1ccc(S(=O)(=O)N(C)C[C@H]2Oc3cc(C4=CCCC4)ccc3S(=O)(=O)N([C@@H](C)CO)C[C@@H]2C)cc1 | 12 | 5 | 12 | 12 | -3 | 8 | 2
O=C(NCc1ccccc1)C(C1CC1)n1c(=O)c(-c2cc3ccccc3[nH]2)nc2ccccc21 (configuration not stated) | . | 8 | . | . | -1 | 0 | -1
CCn1c(CNc2ccc(F)cc2)nnc1SCC(=O)OC1CCCCC1 | -1 | 3 | 19 | 8 | -2 | . | -12
COc1cccc(NC(=S)NCc2ccncc2)c1 | -2 | -6 | . | . | -1 | -1 | -7
COc1ccc(OCC(=O)N/N=C/c2cccc3cccnc23)cc1 | -4 | 8 | . | . | 5 | 6 | -5
Cc1ccc(C)c(N(C(=O)c2csnn2)C(C(=O)NC2CCCC2)c2cccnc2)c1 (configuration not stated) | -2 | -2 | -8 | 0 | 0 | 3 | 3
C[C@@H]1CN([C@H](C)CO)S(=O)(=O)c2ccc(C#CC3CCCC3)cc2O[C@H]1CN(C)C(=O)Nc1cc(F)ccc1F | 15* | -11 | -34 | 6 | 2 | . | -2
CCOc1ccccc1NC(=O)CSc1nc(=O)n(CCN2CCOCC2)c2c1CCCC2 | -1 | 10 | 2 | . | -2 | 2 | 0
COc1ccc(N2CCN(S(=O)(=O)CCNC(=O)COc3ccccc3)CC2)cc1 | 5 | -11 | 0 | -4 | -2 | -1 | -1
COc1ccc(-c2ccc3c(c2)O[C@H](CN(C)C)[C@@H](C)CN([C@H](C)CO)S3(=O)=O)cc1 | -5 | -1 | 2 | -3 | -2 | 1 | -5
CC(C)OCCCNC(=O)c1ccc(CS(=O)(=O)Cc2ccccc2F)o1 | -4 | -5 | -4 | 0 | 1 | . | 0
CC(C)c1cc(C(=O)N/N=C/c2c[nH]c3ccccc23)n[nH]1 | 1 | . | -18 | 7 | 1 | -6 | -2
CC1CC(C)CN(C(=O)C2CCC(CNc3c(N4CCCCC4)c(=O)c3=O)CC2)C1 (configuration not stated) | 1 | 5 | -17 | 6 | 0 | 2 | -8
O=C(c1cc(F)c(F)cc1Cl)N1CCN(c2ccc([N+](=O)[O-])c3ncccc23)CC1 | 1 | -10 | . | . | 0 | -4 | -1
CC(=O)C1=C(C)N(c2ccccc2)C(=O)C1(NS(=O)(=O)c1ccc(N)cc1)C(F)(F)F (configuration not stated) | 0 | . | 2 | 14 | 5 | 2 | -3
O=C(Nc1ccccc1F)N[C@@H]1CC[C@@H](CCNC(=O)C2CCCCC2)O[C@H]1CO | 1 | -6 | -2 | -2 | 1 | 10 | 19
C[C@H](CO)N1C[C@H](C)[C@H](CN(C)Cc2cccc(O)c2)OCc2cnnn2CCCC1=O | -2 | -4 | -4 | -3 | 0 | -14 | 47
Cc1cccc(-c2cc(N3CCCN(C)CC3)n3nccc3n2)c1 | -5 | 17 | 2 | -5 | -45 | -3 | 112*
COC1CCN(C(=O)C2CCC(=O)N(CCc3cccc(F)c3)C2)CC1 (configuration not stated) | -1 | 1 | -12 | 9 | -4 | . | -2
CC(=NNC(=O)c1ccncc1)c1cccc(Cl)c1 | . | 0 | 4 | 0 | -3 | -8 | 3
CCOC(=O)c1cn(Cc2cccc(C)c2)nn1 | 10 | -22 | . | . | -4 | -3 | -4
C[C@H]1CCCCO[C@@H](CN(C)C(=O)Nc2ccc3c(c2)OCO3)[C@@H](C)CN([C@@H](C)CO)C(=O)c2cc(NS(C)(=O)=O)ccc2O1 | -1 | 2 | . | -1 | 0 | . | 1

New compounds follow.
SMILES | SIRT5 inh | LGR2 antag | Statin myotox sup | esBAF inh | Casp6 inh | FN deposition inh | S100A4 MyoIIA
Cc1ccc(NC(=O)CCNS(=O)(=O)c2ccc3c(c2)oc(=O)n3C)cc1 | . | 8 | 2 | -8 | . | -7 | .
O=C(NCCc1ccc(Cl)cc1)C1CCN(S(=O)(=O)N2CCCCC2)CC1 | 0 | 0 | 1 | 3 | -2 | . | 3
O=C(N/N=C/c1ccc(O)c2ccccc12)c1cccnc1 | 0 | 0 | 2 | -3 | -2 | 7 | 25
CCOC(=O)N1CCN(C(=O)c2cc(COc3ccc(F)cc3F)on2)CC1 | -1 | -35 | . | . | -1 | 4 | 2
Cc1ccc(S(C)(=O)=O)cc1S(=O)(=O)Nc1cccc(Cl)c1 | -3 | 8 | . | . | -2 | -4 | 2
CC(=O)NC[C@H]1[C@@H](c2ccc(C3=CCCC3)cc2)[C@@H](CO)N1C(=O)CN(C)C | -2 | -2 | . | . | -33 | -7 | 2
O=C(Nc1ccccc1F)C1(c2ccccc2)CC1(Cl)Cl (configuration not stated) | . | 14 | -7 | -15 | . | -7 | .
O=C(C[C@@H]1CC[C@H]2[C@@H](COC[C@@H](O)CN2C(=O)Nc2cccc(F)c2)O1)NCCCN1CCOCC1 | -4 | -26 | 6 | 12 | -5 | -8 | -4
CN(CC(=O)NC1CC1)S(=O)(=O)c1ccc(Br)cc1 | -1 | -12 | 1 | -1 | 1 | 4 | -23
CC1(C)CC(=O)C(C=Nc2ccc(O)c(N=CC3=C(O)CC(C)(C)CC3=O)c2)=C(O)C1 | -1 | 4 | . | . | 14 | -1 | -34
CC(=O)c1ccc(NC(=O)CN2CCCC2)cc1 | -2 | -61 | 2 | 50* | 0 | -13 | 0
CC1CCCCN1S(=O)(=O)c1ccc(C(=O)N(CCCN(C)C)c2nc3ccc(Br)cc3s2)cc1 (configuration not stated) | -5 | 6 | -5 | -10 | -4 | . | -5
Cc1cncc(N2CCN(c3ccccn3)CC2)n1 | 1 | -37 | -11 | 7 | -1 | -7 | -1
COC(=O)Cn1c2ccc(Cl)cc2c2nc(C)sc21 | 1 | 0 | . | . | 2 | -5 | 2
O=C(OCCc1cc2ccccc2c(=O)o1)c1ccc(F)cc1 | 33* | -58 | 3 | 12 | 2 | 2 | -10
Cc1ccc(C)c(N2CCN(C(c3ccccc3)c3nnnn3C(C)(C)C)CC2)c1 (configuration not stated) | 7 | 15 | . | . | -1 | -3 | -9
COc1cccc(S(=O)(=O)Nc2ccc3c(c2)C(=O)N(C)[C@@H]2CC[C@H](CC(=O)NCC4CCCCC4)O[C@H]2CO3)c1 | 4 | 15 | -11 | 5 | 1 | -1 | -2
Cc1ccc(C(=O)Nc2ccc(S(=O)(=O)N3CCCC3)cc2)cc1 | 3 | -23 | -13 | 20 | -3 | 3 | -3
COC(=O)CCC/C=C1/SCC(NC(=O)c2ccccc2)C1NC(C)=O (configuration not stated) | -2 | 3 | . | . | 1 | 8 | -1
CC(C)Cc1nc2sc3c(=O)[nH]cnc3c2c2c1CCCC2 | 3 | . | . | . | 1 | 1 | -4

Quoted at random: 5 entries already listed.
SMILES | SIRT5 inh | LGR2 antag | Statin myotox sup | esBAF inh | Casp6 inh | FN deposition inh | S100A4 MyoIIA
O=C(N/N=C/c1ccc(O)c2ccccc12)c1cccnc1 | 0 | 0 | 2 | -3 | -2 | 7 | 25
CC(C)Cc1nc2sc3c(=O)[nH]cnc3c2c2c1CCCC2 | 3 | . | . | . | 1 | 1 | -4
CC(=O)c1ccc(NC(=O)CN2CCCC2)cc1 | -2 | -61 | 2 | 50* | 0 | -13 | 0
Cc1ccc(NC(=O)CCNS(=O)(=O)c2ccc3c(c2)oc(=O)n3C)cc1 | . | 8 | 2 | -8 | . | -7 | .
COC(=O)CCC/C=C1/SCC(NC(=O)c2ccccc2)C1NC(C)=O (configuration not stated) | -2 | 3 | . | . | 1 | 8 | -1

Screens from PubChem.
